# Luc counter: blocks Kinase-Glo luciferase, a counter-screen artifact; Kinase-Glo luciferase, ATP luminescence, 8 min; Potency, µM (highest dose often 38.3 µM), inactives show top-dose activity change, negative = inhibition, most hits filed as inhibitors; actives 0.28% (n = 200,000); further: potency means the concentration at half of the fitted maximal effect; on the % scale 0 is the no-effect control and ±100 the full control effect; nearly all actives have a fitted effect of over 60% in size
#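 Inhibition of Kinase-Glo luciferase light generation was assessed at 10 uM ATP in pH 7.2 imidazole buffer, with luminescence measured after eight minutes at ambient temperature.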
# LMNA splice mod: changes lamin A minigene splicing in HeLa cells. HeLa LMNA splicing GFP/RFP minigene ratio, 48 h. Potency, µM (doses to about 46.1 µM), for inactives: at the highest dose ratio change, negative = inhibition, most hits filed as inhibitors. actives 0.01% (n = 200,000); active means well fitted inhibition curve with a large enough effect in the signal ratio, with a control signal flat, not every such curve was filed as active; inconclusive means small, poorly fitted or top-dose-only effect, or effect the other way, or a change in a side signal; the % refers to the signal ratio; further: potency means the concentration at half of the fitted maximal effect; on the % scale 0 is the no-effect control and ±100 the full control effect
#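 S3 HeLa stable clones carrying a lamin A-EGFP splicing minigene plus DsRed2 were seeded at 600 cells/well in Opti-MEM with 2% FBS, pin-dosed and incubated 48 h at 37°C. Acumen cytometry (488 nm) gave the GFP/RFP total-intensity ratio.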
# CBFb-RUNX1 inh: CBF-beta/RUNX1 interaction disruption; AlphaScreen CBFb-His/RUNX1-biotin binding, biochemical; AID 1477; 230,000 tested, under 10 active; Potency, µM (doses to about 59.8 µM), without a hit: top-dose activity, negative = inhibition, most hits filed as inhibitors; Q01196+Q13951; further: % of control where 0% means no effect
# Target sequence (Q01196 whole entry, looked up): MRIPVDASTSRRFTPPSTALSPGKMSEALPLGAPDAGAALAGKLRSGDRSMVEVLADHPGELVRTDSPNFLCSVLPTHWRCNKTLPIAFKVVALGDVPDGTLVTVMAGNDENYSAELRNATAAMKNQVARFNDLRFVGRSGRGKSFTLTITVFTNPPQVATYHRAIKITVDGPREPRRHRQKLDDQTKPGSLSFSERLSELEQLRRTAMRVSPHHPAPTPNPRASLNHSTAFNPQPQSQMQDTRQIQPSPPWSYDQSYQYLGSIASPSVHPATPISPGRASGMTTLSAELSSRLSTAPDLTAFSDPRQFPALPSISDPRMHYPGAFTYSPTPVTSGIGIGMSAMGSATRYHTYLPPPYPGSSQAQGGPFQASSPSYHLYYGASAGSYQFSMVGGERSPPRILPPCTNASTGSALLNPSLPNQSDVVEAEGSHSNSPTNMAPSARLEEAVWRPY
# Target sequence (Q13951 whole entry, looked up): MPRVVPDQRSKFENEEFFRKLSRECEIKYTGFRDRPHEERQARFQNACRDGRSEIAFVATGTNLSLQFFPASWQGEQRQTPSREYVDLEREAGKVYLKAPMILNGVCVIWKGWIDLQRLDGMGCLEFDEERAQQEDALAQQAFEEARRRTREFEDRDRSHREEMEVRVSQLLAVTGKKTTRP
#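 CBFb-His/RUNX1-biotin, 30 nM each, preincubated 20 min RT; compound 15 min RT; Ni + streptavidin beads 50 ng each, 90 min RT; AlphaScreen read.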
# HttQ103 aggreg: reduces HttQ103-GFP aggregates in PC12 cells | PC12 HttQ103-GFP aggregates, Acumen cytometry, 40 h | AID 1688 | Potency, µM (titrated, usually from 46.1 µM), for inactives: top-dose activity change, negative = inhibition, usual class: inhibitors | actives 1.1% (n = 220,000); further: potency means the concentration at half of the fitted maximal effect; on the % scale 0 is the no-effect control and ±100 the full control effect; nearly all actives have a fitted effect of over 60% in size
#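 Huntingtin Q103 exon 1–GFP aggregates in induced PC12 cells (100 nM tebufenozide) were quantified by cytometry from lysates, with compounds dosed in titration.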
# NPSR antagonist: antagonists of human neuropeptide S receptor cAMP signaling | actives 1% (n = 220,000) | Q6W5P4 | CHO-NPSR cells, cAMP TR-FRET, antagonist mode | Potency, µM (highest dose often 38.3 µM), inactives show at the highest dose activity change, negative = inhibition, actives largely listed as inhibitors; further: potency means the concentration at half of the fitted maximal effect; on the % scale 0 is the no-effect control and ±100 the full control effect; nearly all actives have a fitted effect of over 50% in size; many of its hits are not listed in these tables
# Target sequence (Q6W5P4 whole entry, looked up): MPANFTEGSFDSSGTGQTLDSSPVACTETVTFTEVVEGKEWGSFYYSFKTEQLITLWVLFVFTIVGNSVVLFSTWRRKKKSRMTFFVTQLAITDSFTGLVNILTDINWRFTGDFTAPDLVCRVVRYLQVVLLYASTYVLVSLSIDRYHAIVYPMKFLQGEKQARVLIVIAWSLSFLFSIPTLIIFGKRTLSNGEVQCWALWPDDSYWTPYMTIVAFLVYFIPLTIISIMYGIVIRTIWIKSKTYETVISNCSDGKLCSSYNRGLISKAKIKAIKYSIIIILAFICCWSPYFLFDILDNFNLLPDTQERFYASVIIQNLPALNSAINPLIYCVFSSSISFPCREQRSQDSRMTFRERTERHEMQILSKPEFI
# IMPase Li inh: membrane-permeable IMPase blocker, potentiated with lithium; CHO-M1 cells, IP1 TR-FRET (IP-One), carbachol + lithium; AID 1457; actives 0.35% (n = 210,000); Potency, µM (series often up to 59.4 µM), without a hit: at the top dose activity, negative = IMPase inhibition, usual class: inhibitors;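 further: IP1 builds up when IMPase is blocked and the TR-FRET signal falls; potency means the concentration at half of the fitted maximal effect; plate controls were basal vehicle for no effect and high inhibitor control for full effect; nearly all actives have a fitted effect of over 50% in size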
#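 CHO-M1, 2000 cells/well, 16–30 h culture; cpd + low Li+, 30 min 37C; lysis with d2-IP1/Eu-anti-IP1 Ab, 10 min RT; TR-FRET 665/620 ratio and 620 channel; AC50 via Hill.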
# Epigenetic derep: derepresses silenced GFP reporter in murine cells; murine LDR cells, GFP reporter derepression, 30 h; Potency, µM (titrated, usually from 53.9 µM), inactives show at the highest dose GFP activation, actives largely listed as activators; actives 0.2% (n = 280,000); AID 1865; further: potency means the concentration at half of the fitted maximal effect; % of control where 0% means no effect; nearly all actives have a fitted effect of over 60% in size
#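 In this reporter-derepression format, murine cells bearing a silenced integrated CMV-GFP locus incubate with test compound (30 h, 37 C), then are washed and imaged; fluorescent objects of 20–120 um count as induced cells.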
# Starred values were filed as active, the others as inactive; ? = inconclusive; · = not tested or not shown; & = joins results of further samples; [ ] = another dose, or the depositor's remark. Unless noted, the call rests on the fitted dose curve; in most records, active means well fitted curve in the direction sought with a large enough effect; inconclusive means small, poorly fitted or top-dose-only effect, or another doubt; inactive means no such curve, though single readings can be large; an effect the other way counts as inactive or inconclusive. The list is partial (hit frequency here may not be typical).
SMILES,Luc counter,LMNA splice mod,CBFb-RUNX1 inh,HttQ103 aggreg,NPSR antagonist,IMPase Li inh,Epigenetic derep
O=c1cccc2n1CC1CC2CN2CCCCC12 (centres undefined),0%,-7%,·,·,·,-4%,2.9%
CC(CCC(=O)O)C1CCC2C3C(=O)C[C@@H]4CC(=O)CC[C@@]4(C)C3CC(=O)[C@]12C (some centres undefined),0%,?,·,23%,·,-4%,-2.8%
CN1C(=O)N(C)C(=O)C(CCc2ccncc2)(CCc2ccncc2)C1=O,0%,7%[46 µM],6%,-7%[9.22 µM],-2%,0%,0.3%
CCCCCCn1c(O)c(/C=N/N2CCCCCC2)c(=O)[nH]c1=O,·,·,8%,12%[9.22 µM],38%,·,0.1%
O=P(Nc1cccc(F)c1)(Oc1ccccc1F)Oc1ccccc1F,·,·,10%,0%[9.22 µM],-53%,·,0.9%
c1cc2c(cc1C1OC[C@@H]3C(c4ccc5c(c4)OCO5)OCC13)OCO2 (some centres undefined),-2%,-21%,·,·,·,13%,-5.9%
COc1cc(N)ccc1Cc1ccc(N)cc1OC,11%,14%,-18%,?,-15%[46.1 µM],8%[38.3 µM],-6.3%
CCOc1cccc(C2NCc3ccccc3-n3cccc32)c1O (centres undefined),-2%,?,-6%,-31%,-26%[46.1 µM],5%[38.3 µM],-0.9%
Cc1cccc(N2C(=O)/C(=C/N3CCN(C(=O)c4ccco4)CC3)C(=O)NC2=S)c1,-4%,4%,3%,12%,-12%[46.1 µM],1%[38.3 µM],-0.7%
CCCCCCn1c(=O)c(C(=O)Nc2nc(CC(=O)OCC)cs2)c(O)c2ccccc21,·,·,23%,-7%[9.22 µM],6%,·,2.7%
COc1ccc(/C=C/c2cc(O)cc(O)c2)cc1,-2%,?,·,·,·,3%,?
S=P(Nn1cnnc1)(c1ccccc1)c1ccccc1,1%,11%[46 µM],4%,20%,-3%,1%,-2.2%
CCOc1ccc(N2C(=O)/C(=C\c3cccs3)C(=O)NC2=S)cc1,-6%,-18%[46 µM],-3%,16%,?,16%,0.7%
CC(=O)C1C2c3ccccc3O[C@@]1(C)N=c1s/c(=C/c3ccoc3)c(=O)n12 (some centres undefined),-1%,?,-4%,8%,-37%,3%,1.7%
Nc1nc(SCCC(F)=C(F)F)n[nH]1,5%,5%[46 µM],3%,10%[9.22 µM],7%,-3%,-0.2%
O=C(Cc1ccccc1)N1CCN(Cc2cccc(Br)c2)CC1,·,·,13%,-20%[9.22 µM],-5%,·,-5.6%
Clc1ccc(C(c2ccc(Cl)cc2)n2cc[n+](CC(OCc3ccc(Cl)cc3Cl)c3ccc(Cl)cc3Cl)c2)cc1 (centres undefined),0%,?,1%&7%,·,13µM*,21%,0.0%
C[N+]1(C)CCc2cc3c(cc2C1C1OC(=O)c2c1ccc1c2OCO1)OCO3 (centres undefined),-2%,-19%,0%&8%,·,2%[46.1 µM],-6%,-0.1%
COc1ccc(C(=O)C2CCCN(Cc3ccccn3)C2)c(OC)c1 (centres undefined),1%,·,-16%,0%[9.22 µM],1%,20%,1.4%
CCCCS(=O)(=O)N1CCN(C(=N)N[N+](=O)[O-])CC1,0%,10%[9.22 µM],0%,8%,16%,-10%,3.6%
CCN(CC)c1ccc(N=Cc2c(O)n(Cc3ccco3)c(=O)[nH]c2=O)cc1,·,·,9%,5%[9.22 µM],-6%,·,?
O=C1NC(=O)C2(C(=O)N1)C(c1ccc(F)cc1)NC(=S)NC2c1ccc(F)cc1 (centres undefined),-2%,4%,-1%,-11%,?,-7%[38.3 µM],-1.5%
CN1CCN(C(=S)SCC(=O)Nc2ccc(Cl)cc2C(=O)c2ccccc2)CC1,-1%,?,-1%,19%,-26%,22%,-0.1%
Cn1c[n+](C)cc1C(O)c1ccccc1 (centres undefined),0%&0%,9%&10%,1%&0%,0%&-6%,9%&-2%[46.1 µM],6%&-7%[38.3 µM],2.3%&-1.7%
CCN1CCN(CC(=O)c2c(C)n(Cc3ccccc3)c3ccc(OC)cc23)CC1,-4%,-1%,-1%,-1%,3%[46.1 µM],21%[38.3 µM],0.0%
CC12CN3CC(C)(CN(C1)C31CCSCC1)C2=O,-3%,11%,-2%,16%,5%[46.1 µM],-10%[38.3 µM],4.6%
COP(=O)(CC(=O)O)c1ccccc1 (centres undefined),-4%,1%,1%,6%,-5%[46.1 µM],20%[38.3 µM],3.2%
CCC(=NCC1CCCO1)c1c(O)n(-c2ccccc2C)c(=O)[nH]c1=O (centres undefined),·,·,9%,12%[9.22 µM],-15%,·,0.5%
Cc1ccc(N2C(=O)NC(=O)/C(=C\C=C\c3ccco3)C2=O)cc1,·,·,-29%,9%[9.22 µM],?,·,0.0%
CC(=O)c1c(O)n(-c2cccc(Cl)c2)c(=O)[nH]c1=O (tested in a mixture with another compound),·,·,0%,19%[9.22 µM],6%,·,-2.0%

# Results in IMPase Li inh, CBFb-RUNX1 inh and Luc counter (2 entries from above):
SMILES	IMPase Li inh	CBFb-RUNX1 inh	Luc counter
Cc1ccc(N2C(=O)NC(=O)/C(=C\C=C\c3ccco3)C2=O)cc1	·	-29%	·
CC(=O)c1c(O)n(-c2cccc(Cl)c2)c(=O)[nH]c1=O (tested in a mixture with another compound)	·	0%	·

# (further entries)
SMILES,Luc counter,LMNA splice mod,CBFb-RUNX1 inh,HttQ103 aggreg,NPSR antagonist,IMPase Li inh,Epigenetic derep
CCCCn1c(NC(=O)c2ccc(Br)o2)c(C(=O)OCC)c2nc3ccccc3nc21,-6%,?,14%,?,3%,-1%,-1.4%
CC[N@+]1(C)CCC[C@@H](OC(=O)C(O)(c2ccccc2)c2ccccc2)C1,-6%[17.1 µM],?,-7%[21.7 µM],·,·,12%,2.4%[16.9 µM]
CC(=O)Nc1ccc(OC(=O)N(C)c2ccccc2)cc1,1%,0%,4%,-8%,10%[46.1 µM],25%[38.3 µM],-1.0%
COc1ccc(OCC(=O)N2CCN(Cc3c[nH]c4ccccc34)CC2)cc1,1%,?,0%,11µM*,-4%[46.1 µM],-2%[38.3 µM],-5.7%
Cc1oc(-c2ccccc2)nc1CN1C(=O)C(C)N=C(c2ccccc2F)c2cc(Cl)ccc21 (centres undefined),-4%,?,1%[2.36 µM],-9%,-41%,14%,9.6%
CCC(C)n1c(O)c(/C=N/Nc2ccccc2)c(=O)[nH]c1=S (centres undefined),-2%,?,8%,-8%,-22%,14%,1.6%
COc1ccc(C)cc1NC1=NC(C)(C)CS1,8%,·,5%,-16%,6%,29%,-1.1%
Cc1ccc(-c2nn(Cc3ccccc3)cc2C=O)cc1C,-2%,?,?,-19%,-27%,-1%,0.0%
Cc1ccc(CN2C(=O)CN=C(c3ccccc3)c3ccccc32)cc1,1%,-17%,-1%,26%,-17%,15%,-1.1%
CC(=NCCC(c1ccccc1)c1ccccc1)c1c(O)n(C)c(=O)n(C)c1=O,3%,?,6%,-21%,-11%,13%,-1.0%
COc1ccc(C(=O)c2nc3ccccc3n2C(C)C)cc1,-1%,1%[46 µM],3%,11%[9.22 µM],-13%,2%,-1.1%
Cc1cccc(NC(=O)C(C)N2CC=C(c3ccccc3)CC2)c1 (centres undefined),-1%,·,-2%,-12%,-26%,-2%,1.7%
C/C(CC(c1ccccc1)c1c(O)c2ccccc2oc1=O)=N\Nc1ccc([N+](=O)[O-])cc1[N+](=O)[O-] (centres undefined),·,·,-27%,-2%[9.22 µM],-32%,·,0.0%
CCN(CC)C(=O)N[C@H]1C=C2c3cccc4[nH]cc(c34)C[C@@H]2N(C)C1,-4%[17.1 µM],?,-15%[21.7 µM],·,·,1%,-0.3%[16.9 µM]
Cc1ccc(-n2nc(C)c3c2NC(=O)CSC3c2ccc3c(c2)OCO3)cc1 (centres undefined),2%,7%,-5%,?,-16%[46.1 µM],8%[38.3 µM],-12%
O=c1[nH]c(=S)[nH]c(O)c1CN1CCCCC1,2%,3%,8%,9%,-4%,-7%,-1.0%
CN(C)C(=O)Oc1c(Cl)cc(Cl)c2cccnc12,-3%,·,5%,23%[9.22 µM],9%,-2%,-0.7%
CCN(CC)c1ccc(NC(=O)c2cccc(C)c2)cc1S(=O)(=O)Nc1ccccc1OC,-2%,?,-1%,-12%,2%,4%,0.0%
CC(C)C12CN3CC(C(C)C)(CN(C1)C3c1cccnc1)C2=O (centres undefined),0%,10%,4%,-1%,-9%[46.1 µM],-7%[38.3 µM],-0.9%
Cc1ccc(/C=C2\C(=O)NC(=S)N(c3ccccc3F)C2=O)s1,-3%,?,-2%,0%,5µM*,34%[activator],-0.1%

# A few values from the list.
# Result of `CC(=NCCC(c1ccccc1)c1ccccc1)c1c(O)n(C)c(=O)n(C)c1=O` under IMPase Li inh: 13%
# Result of `O=C(Cc1ccccc1)N1CCN(Cc2cccc(Br)c2)CC1` under NPSR antagonist: -5%
# Result of `Cn1c[n+](C)cc1C(O)c1ccccc1` (centres undefined) under CBFb-RUNX1 inh: 1%&0%
# Result of `COc1ccc(C(=O)C2CCCN(Cc3ccccn3)C2)c(OC)c1` (centres undefined) under Luc counter: 1%
# Result of `Cc1ccc(/C=C2\C(=O)NC(=S)N(c3ccccc3F)C2=O)s1` under Epigenetic derep: -0.1%

# Other results
SMILES,Luc counter,LMNA splice mod,CBFb-RUNX1 inh,HttQ103 aggreg,NPSR antagonist,IMPase Li inh,Epigenetic derep
O=C(c1ccc2c(c1)OCO2)C1CCCN(Cc2ccccn2)C1 (centres undefined),-2%,·,16%,11%[9.22 µM],-3%,17%,3.2%
CC(=NCC1CCCO1)c1c(O)n(-c2ccc(Cl)cc2)c(=O)[nH]c1=O (centres undefined),-3%,-1%,1%,-2%,-5%[46.1 µM],33%[activator][38.3 µM],-1.0%
Cc1ccc2nc(-c3ccncc3)cc(C(=O)N3CCC4(CC3)OCCO4)c2c1,2%,-9%,20%,?,5%[46.1 µM],-1%[38.3 µM],0.0%
CCN(CC)c1ccc(CNCCc2ccc(F)cc2)cc1,1%,?,-12%,-15%,-20%,20%,-3.2%
Cn1ccnc1P(=S)(c1nccn1C)c1nccn1C,0%,0%,4%,4%,0%[46.1 µM],10%[38.3 µM],1.5%
Cc1ccc(/C=C2/C(=O)NC(=O)N(Cc3ccc(F)cc3)C2=O)o1,·,·,1%,-2%[9.22 µM],-13%,·,-0.4%
O=C1NCN(c2ccccc2)C12CCN(CCCOc1ccc(F)cc1)CC2,-3%,·,9%,-7%,·,10%&14%&19%,0.8%&0.8%&5.7%
CC(C)c1cccc(C(C)C)c1OCCn1ccnc1,-3%,-5%,5%,-1%,-1%[46.1 µM],36%[activator][38.3 µM],2.0%
CN(C)C(=O)Oc1cccc(NC(=O)c2ccccc2C(F)(F)F)c1,·,·,1%,-7%[9.22 µM],-7%,·,5.4%

# High-throughput results deposited in PubChem BioAssay by National Center for Advancing Translational Sciences (NCATS).
